# Source: PubChem (several laboratories)
# VIM-2 inh – inhibitors of Pseudomonas aeruginosa VIM-2 metallo-beta-lactamase; purified VIM-2, nitrocefin hydrolysis, epi-absorbance fluorescence; inhibition, % at 5.6 µM; 0.89% of 290,000 active; AID 1527;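 active = inhibition above the mean of all tested compounds plus 3 SD, cutoff set per screening run, cut at about 7.5% in these data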;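 also: red hydrolysis product quenches plate fluorescence so inhibitors raise well fluorescence; 0% = enzyme with DMSO and 100% = DMSO without enzyme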
# p-CIP stab down – compounds decreasing mouse p/CIP protein stability; Q05BA5; F442A p/CIP-EGFP cells, EGFP fluorescence, 16 h; decrease of EGFP signal, % at 10 µM; 0.01% of 290,000 active;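 active = EGFP signal decrease of at least 30% at 10 µM or well 3 SD below plate mean, unless failing retest; inactive = the rest, including hits failing retest or dose response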; also: some compounds called inactive have numbers as strong as hits; many of its hits are not listed in these tables
# UBC9 SUMO inh – blocks human SUMOylation mediated by UBC9. 0.36% of 290,000 active. AID 2006. HTRF SUMOylation assay, SAE1/SAE2 + UBC9, in vitro. inhibition, % at 35 µM; in the data active = inhibition above about 50%, passing the limit was not always enough; also: strong numbers were not always called active
# IDE cell inh – inhibitors of human insulin-degrading enzyme in cells | AID 434962 | 0.41% of 320,000 active | HEK cells, FAbetaB cleavage, fluorescence polarization | inhibition, % at 5.59 µM | P14735;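 active = percent inhibition above the average of all tested compounds plus 3 SD, set per screening campaign, cut at about 16% in these data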;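 also: IDE supplied by intact live HEK cells; FP after avidin binding of uncleaved biotin substrate so inhibition keeps polarization high; 0% = DMSO wells and 100% = 60 µM reference IDE inhibitor Ii1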
# M18AAP inhibitor – PfM18AAP enzyme inhibition; recombinant PfM18AAP, H-Glu-NHMec fluorogenic cleavage; inhibition, % at 7.35 µM; 1.2% of 290,000 active;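 active = inhibition above the campaign mean inhibition over all tested compounds plus 3 SD, cut at about 28% in these data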;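 also: 0% = plate median of test compound wells and 100% = 2 mM ZnCl2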
# IDE act – IDE (human) activation, cell-based | P14735 | HEK cells, FAbeta-B cleavage, fluorescence polarization; 0% vehicle, 100% cell-free pure enzyme wells | activation, % at 5.96 µM | 0.073% of 340,000 active;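 active = activation above the mean of all tested compounds plus 3 SD, set per screening campaign, cut at about 17% in these data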
# DNA FID counter – displaces DNA intercalator in HCV helicase counter-screen. 0.17% of 290,000 active. DNA fluorescent intercalator displacement, fluorescence. inhibition, % at 7.9 µM; in the data active = inhibition above about 37%;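 also: 0% = vehicle and 100% = reference compound; higher means more ethidium bromide displaced from hairpin DNA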
# IMP-1 inhibitor – blocks Pseudomonas aeruginosa IMP-1 metallo-beta-lactamase; purified IMP-1, nitrocefin hydrolysis, epi-absorbance fluorescence; inhibition, % at 5.6 µM; 0.45% of 290,000 active; AID 1556;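 active = inhibition above the mean plus 3 SD of all compounds in the same screening run, cut at about 4.5% in these data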;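 also: 0% = IMP-1 with DMSO and 100% = DMSO wells lacking enzyme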
#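 Test system: recombinant IMP-1 enzyme, purified / Medium: HEPES buffer pH 7.1 with ZnSO4 and Brij 35 / Doses: single dose, 5.6 µM / Times: 25 °C, 15 min preincubation, 25 min reaction / Detection: Epi-absorbance via hydrolysed-nitrocefin quenching of white-plate fluorescence, 480/530 nm, EDTA stop / Evaluation: percent inhibition from optical density relative to buffer-blank wells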
# HCV NS3 hel inh – blocks Hepatitis C virus NS3 helicase unwinding; 0.56% of 290,000 active; NS3 helicase DNA unwinding, Cy5 molecular beacon fluorescence; inhibition, % at 10.9 µM;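 active = inhibition above the mean of all tested compounds plus 3 SD, set per campaign, cut at about 35% in these data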;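 also: 0% = DMSO wells and 100% = thioflavine S control wells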
#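 Test system: hepatitis C virus NS3 helicase domain fragment enzyme. Also added: annealed dual-labelled DNA beacon duplex, ATP-started. Timing: 60 min unwinding reaction at 25 °C after ATP addition. Technique: Cy5 fluorescence. Measure: % inhibition of unwinding.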
# * marks the source's active call; other numbers are inactive results; nt = not tested or not shown.
SMILES,VIM-2 inh,p-CIP stab down,UBC9 SUMO inh,IDE cell inh,M18AAP inhibitor,IDE act,DNA FID counter,IMP-1 inhibitor,HCV NS3 hel inh
COc1ccc(OCc2cc(C(=O)N(C)CCC3CCOCC3)no2)c(Cl)c1,0.2,2,5,7,1,0,-44,-1.6,8
CN(CC1CCCO1)S(=O)(=O)c1ccc(C(=O)Nc2ccc(S(N)(=O)=O)cc2)cc1 (stereo unspecified),2.2,-16,22,0,-12,3,-8,4.8*,-4
O=C(Nc1nc2cc3c(cc2s1)OCCO3)c1cccs1,-3.3,-3,9,-3,3,-2,-1,-2.6,-25
COc1ccc(OC(=O)c2ccc(OC)c(S(=O)(=O)N3CCOCC3)c2)cc1,-0.9,-4,0,nt,2,1,-42,-3.6,-7
O=C(COC(=O)/C=C/c1cccs1)NC1CC1,-0.6,-2,-5,9,-1,7,0,-1.7,-5
COCCOC(=O)C1=C(C)NC(=S)NC1/C=C/c1ccccc1 (stereo unspecified),-1.5,10,-10,2,3,-5,-12,-2.6,-9
Cc1csc(NC(=O)COc2ccc3c(C)cc(=O)oc3c2)n1,-1.2,3,3,3,-8,-3,3,-1.7,-11
COc1ccc(C2=NN(c3ccc(C=O)cc3)C(c3ccccc3)C2)cc1 (stereo unspecified),-5.8,-15,12,2,-2,nt,-5,-1.4,-14
CCCCCSc1nc2c(cnn2-c2ccccc2)c(=O)[nH]1,0.6,1,16,1,13,6,-2,-4.5,-6
CCn1c(Sc2ccc(N)cc2Cl)nc2ccccc21,-3.1,-3,6,0,2,0,-21,-2.6,10
COc1ccc(-c2cc(-c3ccccc3)c(C#N)c(S(C)(=O)=O)n2)cc1,-3.3,-7,21,-1,3,-9,-2,-4.3,-2
CCOC(=O)c1csc(CCNC(=O)c2oc3c(Cl)cc(C)cc3c2C)n1,1.0,-1,5,1,-5,-2,-44,0.6,-1
CCCCNC(=O)C(NS(=O)(=O)c1cccc2nsnc12)c1ccccc1 (stereo unspecified),-3.3,-4,-9,1,-4,5,-3,-0.9,-1
O=C(NC1CCCC1)C(c1ccsc1)N(C(=O)Cc1cccs1)c1ccccc1 (stereo unspecified),-2.7,-4,3,3,0,-2,0,-1.9,6
O=C(c1cnc2ccccn2c1=O)N1CCc2ccccc21,-0.6,-5,-8,-1,-3,6,-2,-1.5,-10
CCN(c1cccc(C)c1)S(=O)(=O)c1ccc2c(c1)CCN2C(C)=O,-4.7,3,8,1,0,3,-10,-6.2,-3
CCOC(=O)c1ccc(N2CCCCC2)c(NS(=O)(=O)c2cccc(C(F)(F)F)c2)c1,-3.3,-7,-5,6,5,7,-14,-4.4,-3
O=C(O)CSc1nc2ccccc2n1C1CCCCC1,-2.3,-15,-5,1,-9,2,-20,-0.8,4
COc1cc(C)c(CNC2CCCCC2)cc1C,-2.7,-2,3,2,11,-2,7,1.0,7
Cc1cc(C(=O)N/N=C/c2ccc(O)c([N+](=O)[O-])c2)c(C)n1-c1ccc(F)cc1,-1.5,10,15,3,2,-2,-22,-0.8,21
Cc1ccc(S(=O)(=O)N2CCCCC2C(=O)N2CCN(C)CC2)cc1 (stereo unspecified),-1.7,11,-5,2,-1,-1,0,-3.8,5
CCN(CC)S(=O)(=O)c1ccc2c(c1)c(=O)c(C(=O)N1CCN(c3ccccn3)CC1)cn2C,1.3,2,4,3,-8,-2,-24,1.3,4
CC(Sc1cccc2cccc(C(=O)O)c12)C(=O)O (stereo unspecified),0.6,4,-9,-7,-2,5,-1,1.6,-4
CC(C)(O)c1[nH]c2cc(C(F)(F)F)ccc2c1C(C)(C)O,-4.8,0,13,4,4,-1,-5,-1.6,3
CC(C)c1nc(NCCN2CCOCC2)c(C#N)c2c1COC(C)(C)C2,-0.9,-1,16,4,5,0,-5,-1.8,-11

# The list goes on.
SMILES,VIM-2 inh,p-CIP stab down,UBC9 SUMO inh,IDE cell inh,M18AAP inhibitor,IDE act,DNA FID counter,IMP-1 inhibitor,HCV NS3 hel inh
Cc1cccnc1NC(=S)NC(=O)/C=C/c1ccco1,-2.5,-9,-3,-1,2,-3,-2,-0.6,5
CC(=O)N1CCN(c2ccccc2NC(=O)c2cccs2)CC1,-1.5,-6,10,2,3,2,-7,-1.0,10
CN(C(=O)c1cccs1)c1ccc(OCC(=O)Nc2ccc(C(=O)O)cc2)cc1,-3.5,-17,12,1,1,2,-26,-3.3,0
CCC(C)(C)n1nnnc1CN1CCN(c2ccc(OC)cc2)CC1,-3.2,0,14,-3,0,4,-17,-1.7,-7
O=C(N/N=C/c1cc(Cl)cc([N+](=O)[O-])c1O)c1ccc2c(c1)OCO2,-4.6,-1,3,6,6,2,-4,-6.1,52*
COc1ccc(OCCC(=O)OCC(=O)NC2CCCCCCC2)cc1,-0.9,-2,13,1,-2,-4,-29,-3.8,2
Cc1c(C)c2ccc(OCC(=O)NCCCn3ccnc3)cc2oc1=O,21*,-6,6,4,-6,5,14,-0.3,4
Cc1c(Cl)cccc1NC(=O)CSc1nncn1-c1cccnc1,-1.9,2,-7,0,3,4,-13,-2.5,-3
CCCCNC(=O)CNC(=S)N(Cc1ccccc1)Cc1cccs1,0.1,4,7,-10,-5,4,-15,-3.1,-2
N#Cc1c2n(c(=S)n(-c3ccc(F)cc3)c1=O)CCCCC2,0.8,5,-2,1,-10,6,1,-1.1,3
CCCCCCCCc1nnc(N)s1,-0.8,8,23,0,-5,nt,-11,-0.3,8
COc1ccc(OC)c(C2c3[nH]c4ccccc4c3C[C@H]3C(=O)N(C4CC4)CC(=O)N23)c1 (stereo partly specified),-0.7,5,-10,1,3,-1,-21,-2.1,-1
CSCCC(NS(=O)(=O)c1ccc2c(c1)oc(=O)n2C)C(=O)NC1CCCCC1 (stereo unspecified),-4.0,-3,2,-1,-12,-2,-2,-2.9,7
CCc1ccc(OCCNC(=O)OCc2ccccc2)cc1,-2.7,3,-3,-1,-5,5,-23,-2.4,-12
Cn1c(=O)cc(OCCCC(=O)Nc2ccccn2)c2ccccc21,-0.8,-34,-10,-2,-4,5,-18,-2.3,-6
Nc1ccccc1Oc1c(F)c(F)c(Oc2ccccc2N)c(F)c1F,-0.4,-23,-3,-3,-6,6,-10,-3.8,1
CCC(=O)N(Cc1ccco1)c1nc(-c2ccccc2)cs1,-2.2,7,-18,4,-1,4,-3,-1.4,8
OCCC1CN(Cc2cccs2)CCN1Cc1ccccc1 (stereo unspecified),-2.9,4,4,-3,4,1,2,-3.5,-2
O=C(O)COc1ccccc1/C=C1\SC(=S)N(c2cccnc2)C1=O,-1.4,-19,-6,5,14,nt,-24,-0.9,7
COc1ccccc1OCC(=O)OCC(=O)NCCN1C(=O)CSC1=O,-0.1,2,-2,8,-8,5,5,-0.7,0
COc1ccc(C(=O)CSc2nnc(CNc3ccc(F)cc3)o2)cc1,-2.6,11,-11,11,-5,3,0,-0.8,2
COCCn1c(SCC(=O)Nc2cccc(C)c2)nnc1C(C)C,-2.3,-3,-4,-3,4,-1,-7,-0.1,-1
O=C(Nc1ccc(S(=O)(=O)Nc2ccc(Cl)cc2)cc1)C1CCCO1 (stereo unspecified),0.2,-20,-15,4,-4,4,-11,-1.1,-7
Cc1ccc(N=c2oc3cc(O)ccc3cc2C(N)=O)cc1,-1.3,-6,20,1,2,-1,0,-1.3,6
CCOC(=O)c1ccccc1NC(=O)CSc1nnc(C)c(=O)[nH]1,-2.1,-11,15,-11,-7,5,-7,-1.6,-5

# A few values from above.
# For HCV NS3 hel inh, `Cc1c(Cl)cccc1NC(=O)CSc1nncn1-c1cccnc1` reads -3
# For HCV NS3 hel inh, `CN(C(=O)c1cccs1)c1ccc(OCC(=O)Nc2ccc(C(=O)O)cc2)cc1` reads 0
# For p-CIP stab down, `COc1ccc(OCCC(=O)OCC(=O)NC2CCCCCCC2)cc1` reads -2
# For IDE act, `COCCn1c(SCC(=O)Nc2cccc(C)c2)nnc1C(C)C` reads -1
# For VIM-2 inh, `CSCCC(NS(=O)(=O)c1ccc2c(c1)oc(=O)n2C)C(=O)NC1CCCCC1` (stereo unspecified) reads -4.0
# For IDE cell inh, `CCC(=O)N(Cc1ccco1)c1nc(-c2ccccc2)cs1` reads 4

# Given as labelled records: 2 of the compounds above.
Molecule: Cn1c(=O)cc(OCCCC(=O)Nc2ccccn2)c2ccccc21
  VIM-2 inh: -0.8
  p-CIP stab down: -34
  UBC9 SUMO inh: -10
  IDE cell inh: -2
  M18AAP inhibitor: -4
  IDE act: 5
  DNA FID counter: -18
  IMP-1 inhibitor: -2.3
  HCV NS3 hel inh: -6
Molecule: Nc1ccccc1Oc1c(F)c(F)c(Oc2ccccc2N)c(F)c1F
  VIM-2 inh: -0.4
  p-CIP stab down: -23
  UBC9 SUMO inh: -3
  IDE cell inh: -3
  M18AAP inhibitor: -6
  IDE act: 6
  DNA FID counter: -10
  IMP-1 inhibitor: -3.8
  HCV NS3 hel inh: 1

# Following part:
SMILES,VIM-2 inh,p-CIP stab down,UBC9 SUMO inh,IDE cell inh,M18AAP inhibitor,IDE act,DNA FID counter,IMP-1 inhibitor,HCV NS3 hel inh
COc1ccc(CCNC(=O)CN(c2cc(C)cc(C)c2)S(=O)(=O)c2c(C)noc2C)cc1OC,-1.3,-20,6,-3,-9,-3,-48,-2.6,3
Cc1ccc(N2CC(C(=O)Oc3cccc(N4C(=O)CCC4=O)c3)CC2=O)cc1 (stereo unspecified),-1.2,-5,2,6,-9,-4,-2,-6.1,-9
COc1ccc(-c2nc(S(=O)(=O)c3ccc(C)cc3)c(N3CCCC3)o2)cc1,-2.5,-6,2,7,-7,1,5,-3.4,2
COc1cc(C2NC(=S)NC(C)=C2C(=O)Nc2cc(C)cc(C)c2)ccc1O (stereo unspecified),-4.7,-10,15,-1,-4,1,-6,-3.9,-25
Cn1c(SCc2ccccc2)nnc1-c1ccncc1,-0.5,-1,9,5,6,2,-5,0.0,-3
CCn1c(SCC(=O)c2ccccc2)nnc1-c1cccs1,-1.0,-13,3,-9,4,8,-20,-4.2,9

# An excerpt from above, showing only UBC9 SUMO inh:
canonical_smiles,UBC9 SUMO inh
COc1cc(C2NC(=S)NC(C)=C2C(=O)Nc2cc(C)cc(C)c2)ccc1O (stereo unspecified),15
Cn1c(SCc2ccccc2)nnc1-c1ccncc1,9
